From PubChem
Cdc25B inh: inhibitors of human Cdc25B phosphatase. P30305. recombinant Cdc25B, OMFP fluorescence Ex485/Em525. inhibition, %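 (compounds tested at 10 µM final in the well)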. hit rate 0.1% among 65,000. AID 368; in the data active = inhibition above about 50%
HER2 expr 66K: Her2 kinase expression inhibition | SKBR-3 HER2 protein level, AlphaScreen, 18-24 h; stronger effect = lower value | HER2 level % of control, % at 10 µM | hit rate 0.69% among 65,000 | AID 645;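 active = HER2 level under 5% of the carrier-only control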;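 note: 100% = DMSO carrier and 0% = 500 nM PU-H71 HSP90 inhibitor; lower value means stronger loss of Her2 protein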
MKP-1 inh: blocks human MKP-1 phosphatase activity; recombinant MKP-1, OMFP hydrolysis fluorescence; inhibition, %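 (compounds tested at a single concentration somewhere between 10 and 100 µM)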; P28562; hit rate 0.15% among 65,000;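 active = inhibition above about 50%, limit read from the data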;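 note: 0% = DMSO max control wells and 100% = wells with enzyme stopped by NaOH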
Target sequence (P28562 whole entry, looked up): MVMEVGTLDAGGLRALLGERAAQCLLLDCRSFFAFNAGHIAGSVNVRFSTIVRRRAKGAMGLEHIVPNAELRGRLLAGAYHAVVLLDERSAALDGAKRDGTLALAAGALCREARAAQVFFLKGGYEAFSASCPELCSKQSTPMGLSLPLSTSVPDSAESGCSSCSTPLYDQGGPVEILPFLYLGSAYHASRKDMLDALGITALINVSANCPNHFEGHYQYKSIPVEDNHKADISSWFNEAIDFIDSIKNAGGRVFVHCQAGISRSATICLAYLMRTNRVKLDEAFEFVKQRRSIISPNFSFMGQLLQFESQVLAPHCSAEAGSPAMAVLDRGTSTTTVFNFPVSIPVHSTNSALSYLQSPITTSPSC
FXIIa mix inh: factor XIIa (human) inhibition, mixture screen | AID 684 | P00748 | inhibition, % at 5 µM | hit rate 0.2% among 62,000 | purified FXIIa, fluorogenic substrate, pooled mixtures; in the data active = inhibition above about 20%, passing the limit was not always enough;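 note: 0% = enzyme without compound and 100% = no enzyme blank; some results filed as inactive read as strong as hits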
Target sequence (P00748 20-372 limits assumed): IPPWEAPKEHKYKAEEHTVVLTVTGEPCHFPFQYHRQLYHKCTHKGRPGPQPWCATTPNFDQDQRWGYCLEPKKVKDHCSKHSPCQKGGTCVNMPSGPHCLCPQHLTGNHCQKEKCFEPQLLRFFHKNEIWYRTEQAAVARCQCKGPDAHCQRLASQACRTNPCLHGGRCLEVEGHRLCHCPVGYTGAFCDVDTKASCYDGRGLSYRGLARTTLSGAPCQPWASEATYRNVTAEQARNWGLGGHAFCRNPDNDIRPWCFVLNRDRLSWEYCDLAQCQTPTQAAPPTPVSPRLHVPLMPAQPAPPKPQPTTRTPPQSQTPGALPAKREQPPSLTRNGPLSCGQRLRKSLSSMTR
Target sequence (P00748 373-615 limits assumed): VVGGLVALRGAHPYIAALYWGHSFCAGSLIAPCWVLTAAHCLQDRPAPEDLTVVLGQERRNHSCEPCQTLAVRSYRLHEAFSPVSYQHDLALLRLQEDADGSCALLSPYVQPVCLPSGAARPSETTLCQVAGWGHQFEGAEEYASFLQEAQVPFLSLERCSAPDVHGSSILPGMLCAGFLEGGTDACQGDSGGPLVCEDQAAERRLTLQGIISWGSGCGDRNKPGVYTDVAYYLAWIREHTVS
D1 allo mod: D1 dopamine receptor (human) allosteric modulation. P21728. HEK293 D1, CRE-luciferase, dopamine EC30 potentiation; actives deviate in either direction. B-score at 10 µM. hit rate 5.9% among 58,000. AID 641;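 active = luminescence count or its row- and column-corrected plate score outside the 99.7% band of the plate's sample wells, on either side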
SF-1 act: SF-1 (human) activation | CHO-K1 Gal4-SF-1 LBD luciferase reporter; % increase over DMSO SF-1-specific signal | activation, % at 10 µM | hit rate 1.9% among 65,000 | AID 522;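 active = activation above the mean activation of all tested compounds plus 3 SD, cut at about 50% in these data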
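Material: Gal4–SF-1 LBD one-hybrid luciferase reporter in CHO-K1 cells | Amount: 4,000 cells per well | Compound dosing: 10 µM single point, 1% DMSO | Schedule: 20 h compound treatment, 37 °C | Measured by: SteadyLite luciferase luminescence | Evaluation: Percent activation versus DMSO | Control set: DMSO-treated SF-1-transfected cells as negative, DMSO-treated mock-transfected cells lacking SF-1 as background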
Hsp90 block: displaces geldanamycin probe from tumor Hsp90; NCI-N417 lysate Hsp90, Cy3B-geldanamycin FP displacement; inhibition, % at 30 µM; hit rate 0.35% among 64,000;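 active = inhibition above 50%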;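 note: 0% = tracer plus lysate wells and 100% = tracer alone without lysate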
RORa activator: activators of human nuclear receptor RORA; P35398; CHO-K1 Gal4-RORA LBD luciferase reporter, luminescence; percent increase over mock-subtracted basal signal; activation, % at 10 µM; hit rate 1.5% among 65,000; AID 560;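 active = activation above the mean of all tested compounds plus 3 SD, cut at about 49% in these data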;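 note: 0% = DMSO-treated RORA cells and 100% = added signal equal to DMSO minus mock-transfected cells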
TNAP act DEA: activators of human TNAP at intermediate phosphate acceptor. purified TNAP, CDP-star luminescence, 100 mM DEA, 30 min; stronger effect = higher value; scale: 0 levamisole-inhibited, 1 vehicle-only enzyme. P05186. 64,000 tested, under 10 active. activation factor at 20 µM. AID 813;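 active = activation factor of at least 2 at 20 µM, relative to controls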
Starred values were filed as active, the others as inactive; nt = not tested or not shown. Random draw from the library; any-hit rate near 8.9%.

SMILES	Cdc25B inh	HER2 expr 66K	MKP-1 inh	FXIIa mix inh	D1 allo mod	SF-1 act	Hsp90 block	RORa activator	TNAP act DEA
O=C(Cn1nnc(-c2ccccc2NC(=O)c2cccs2)n1)Nc1ccccc1	1	81	18	-2	0.0038	-27	0	19	0.9
CC1CC(=O)c2cnc(NCc3ccco3)nc2C1 (configuration not stated)	3	91	-8	-3	0.42	3	-2	-20	0.9
COc1ccccc1NC(=O)CCC(=O)O	-11	95	-2	3	-0.59	-1	-1	-16	0.9
CS(=O)(=O)N1CCC(C(=O)N2CCc3ccccc3C2)CC1	-5	83	-4	1	-0.085	16	-5	12	1
COc1ccc(-n2c(COc3cccc(C)c3)nnc2SCC(=O)NCc2ccco2)cc1	-17	93	18	9	-0.71	-7	2	-22	0.8
CCN(C(=O)COc1cc(=O)n(CC)c2ccccc12)c1cccc(Cl)c1	-11	104	9	-22	-0.61	-15	-5	-36	0.9
Cc1c(C)n(C(=O)CSc2ncn[nH]2)c2ccccc12	-5	97	4	-10	0.069	4	1	-1	1
Cc1cccc(NCN2C(=O)c3ccncc3C2=O)n1	-9	87	-6	4	nt	-4	2	-22	0.9
CS(=O)(=O)N1CCC(C(=O)Nc2ccc(F)cc2F)CC1	-11	98	23	31	-0.17	10	-2	3	0.9
COc1ccc(CNC(=O)C2CCCN2S(=O)(=O)c2ccc(S(=O)(=O)N(C)C)cc2)cc1 (configuration not stated)	-14	96	-6	4	-0.14	0	1	-4	0.9
Nc1n[nH]c2c1C1(CCCCC1)Cc1ccccc1-2	6	51	23	3	-0.7	16	0	-11	0.9
CCOC(=O)c1c(C)[nH]c(C)c1C(=O)CSc1nnc(-c2ccco2)n1Cc1ccccc1	-5	53	30	-16	0.89	0	-4	4	1
CCOC(=O)CN(C(=O)CSc1nnc(C)n1-c1ccccc1)c1ccccc1	0	93	-21	4	0.18	10	-2	-7	0.9
CCN(CC)CCCNC1CCS(=O)(=O)C1 (configuration not stated)	-9	105	-5	1	-0.075	-12	3	-10	0.8
CCn1c(CNc2ccc(F)cc2)nnc1SCC(=O)OC1CCCCC1	-19	88	-3	-14	-0.11	-4	-3	-3	0.9
CCCCOc1cccc(C(=O)N(Cc2cccs2)C2CCS(=O)(=O)C2)c1 (configuration not stated)	-11	87	17	-7	-0.11	-10	-6	22	1
c1ccc(OCc2nn3c(Cn4cnc5ccccc54)nnc3s2)cc1	0	103	13	20	0.096	-9	-21	13	0.9
COc1ccc(C(c2nnnn2Cc2ccccc2)N2CCN(C(=O)c3ccco3)CC2)cc1 (configuration not stated)	-7	119	11	3	-0.084	-6	-6	-8	1
CCOC(=O)N1CCC(NC(=O)Cn2ncc3c4ccccc4n(C)c3c2=O)CC1	-25	109	7	9	-0.051	-7	-5	3	0.9
CCC1CCCCN1C(=O)Cn1c(=O)oc2ccccc21 (configuration not stated)	-1	73	5	5	0.073	14	nt	-5	0.9
Cc1cc(C)n2nc(CCc3nc4nc(C)cc(C)n4n3)nc2n1	-16	93	16	-2	0.24	-8	nt	-13	0.9
O=C(COC(=O)c1ccco1)Nc1ccc2c(c1)OCO2	-4	102	8	31	0.37	9	-2	5	0.9
COC(=O)c1c(NC(=O)CCc2ccc(C)o2)sc(C)c1C	-15	nt	-1	-14	0.089	-6	-13	-9	0.9
CCOCC(=O)N1CCc2ccccc21	-3	82	-2	-13	-0.62	-9	-25	-25	0.9
CCCN(CCC)CCNC(=O)CS(=O)Cc1nc(-c2ccc(C)cc2)oc1C (configuration not stated)	-13	95	24	-16	-0.13	-3	-3	-12	1
CN(C)Cc1ccc(O)c(CCc2ccccc2)n1	-9	92	7	15	0.75	-4	1	7	0.9
CCOC(=O)CC1=C(C#N)C(c2cccnc2)C(C(=O)OCC)=C(N)O1 (configuration not stated)	-6	161	18	3	nt	-3	nt	-37	0.9
CCOC(=O)N1CCN(C(=O)Nc2ccccc2Cl)CC1	-7	77	5	-2	nt	11	-5	-26	0.9
O=C(CSc1nnc(CNc2ccc(F)cc2)n1Cc1ccco1)NC1CC1	-12	86	28	16	-0.28	1	0	-9	0.9
CCOc1ccc(N2C(=O)c3cccnc3C2Nc2ccc(F)cc2)cc1 (configuration not stated)	-10	46	37	4	0.012	8	-6	2	1
COc1cc(NC(=O)c2cc3c(C)nc4ccccc4c3o2)cc(OC)c1OC	-4	110	34	-11	-4.6*	5	1	-11	0.9
CCc1c(C(=O)Nc2cc(C)ccc2OC)[nH]c(C)c1C(C)=O	8	66	6	3	-0.97	22	-3	-6	0.9
COC(=O)CCC(=O)Nc1cccc2c(NC(=O)CCC(=O)OC)cccc12	-4	92	4	5	-0.018	nt	nt	nt	0.9
CCOC(=O)C1=C(C)N=C2SC(C)C(=O)N2C1/C=C/c1ccccc1OC (configuration not stated)	-2	103	24	-20	0.05	-11	-2	-14	0.9
Nc1cc(Cl)ccc1N1CCOCC1	23	83	-1	7	nt	20	0	-7	0.9
Cc1ccc(S(=O)(=O)N2CCCC2C(=O)NC2CCCCC2)cc1 (configuration not stated)	-20	79	27	15	nt	-2	-4	-2	1
CCOC(=O)N1CCN(C(=O)c2cc3cc(Br)ccc3oc2=O)CC1	-4	84	-3	8	0.49	-2	-1	-24	1
Cc1cc(C)n(S(=O)(=O)c2cc(C)c(C)cc2C)n1	8	54	32	2	-0.075	-6	-4	-16	0.9
Cc1ccccc1CNc1nc(N)n(-c2ccccc2)n1	-10	59	11	7	nt	6	-2	11	0.9
Cn1c(=O)c2c3c(sc2n2c(SCC(=O)c4ccccc4)nnc12)COC(C)(C)C3	6	105	-27	nt	nt	-12	-4	-11	1
Cc1n[nH]c(C)c1S(=O)(=O)N1CCCCCC1	-2	102	5	4	0.058	-11	-5	-7	0.8
CCNC(=O)C(C)Sc1ccc(Cl)cc1 (configuration not stated)	-1	95	-3	4	-0.74	17	-6	6	0.8
Cc1cccc(CCNC(=O)C2CCCN(S(=O)(=O)c3cccc4nsnc34)C2)c1 (configuration not stated)	6	77	5	6	0.039	2	-8	-7	0.9
CCN1CCN(CCCNC(=O)c2csc3c2CCCCC3)CC1	-11	111	7	5	-1.1	-8	-3	-10	0.9
COC(=O)Cc1[nH]nc2c1C(C1C=CCCC1)C(C#N)=C(N)O2 (configuration not stated)	3	71	12	4	-1.2	0	-1	3	0.8

Next part (2 carried over from the part before).
SMILES	Cdc25B inh	HER2 expr 66K	MKP-1 inh	FXIIa mix inh	D1 allo mod	SF-1 act	Hsp90 block	RORa activator	TNAP act DEA
CCN1CCN(CCCNC(=O)c2csc3c2CCCCC3)CC1	-11	111	7	5	-1.1	-8	-3	-10	0.9
COC(=O)Cc1[nH]nc2c1C(C1C=CCCC1)C(C#N)=C(N)O2 (configuration not stated)	3	71	12	4	-1.2	0	-1	3	0.8
COc1ccc(C)cc1NC(=O)c1ccoc1C	-9	72	9	-4	-0.19	-14	-3	2	1.1
O=C(c1cc2nc(-c3ccc(F)cc3)cc(C(F)(F)F)n2n1)N1CCCC1	-11	114	10	-13	0.97	-5	2	-7	1
O=C(CN1C2=NCCN2c2ccccc21)c1ccc2c(c1)OCO2	-2	90	-24	nt	-0.3	5	-3	-5	1
COc1ccc(CCNC(=O)CCSc2nc(-c3ccco3)cc(C(F)(F)F)n2)cc1OC	-12	76	16	6	3.3	-4	-5	-10	0.9
Cc1ccc2c(c1)NC(=O)C(N1CCOCC1)(C(F)(F)F)O2 (configuration not stated)	20	78	3	-21	-1.4	-17	-5	-18	1
Cc1cccn2c(=O)c3cc(C(=O)NCc4ccco4)c(=N)n(CCOCCO)c3nc12	-3	68	7	-2	-0.68	7	-5	-2	0.9
CCc1cccc(NC(=O)CN2C(=O)NC3(CCCCCCC3)C2=O)c1	-1	86	-3	10	-0.73	-2	0	-12	0.9
O=C(O)C1CC(=O)N(c2ccc(OCc3ccccc3Cl)cc2)C1 (configuration not stated)	-26	123	10	8	-1.3	-4	1	10	0.9
CCn1c(COc2ccccc2)nnc1SCC(=O)C(C)(C)C	-13	89	7	5	-0.65	7	3	5	1
Fc1ccc(-c2nnc(CSc3nnc(-c4ccc5c(c4)OCO5)o3)o2)cc1	-9	111	3	-15	nt	6	nt	4	1
CCCc1[nH]nc2c1C(c1ccc(OCCN3CCOCC3)c(OCC)c1)C(C#N)=C(N)O2 (configuration not stated)	-6	97	3	-15	nt	-10	6	6	1
CCN(CC(=O)N1CCN(C)CC1)S(=O)(=O)c1ccc(Cl)cc1	-9	98	1	3	-0.082	-12	0	5	0.9
COC(=O)[C@@H](NC(=O)NC(C)CCc1ccccc1)C(C)C (some centres not stated)	1	85	-6	18	-0.32	-11	0	-30	0.9
CCOc1ccc(N2C(=O)CC(N)C2=O)cc1 (configuration not stated)	-23	153	-11	nt	0.31	-9	-2	-18	0.9
O=c1c2[nH]c3ccccc3c2ncn1CCN1CCOCC1	-1	86	-10	3	0.21	0	-5	15	0.9
CCCN=C(N)/C(C(=O)OCC)=C(\O)c1ccc(OC)cc1	-5	111	5	-28	-1.1	-15	-3	-11	0.9
COc1cccc(C(=O)NC2CC3CCCC(C2)N3CC(=O)Nc2ccccc2)c1 (configuration not stated)	7	95	9	nt	-1.4	-12	95*	-6	0.9
O=C(CSc1nnc2ccccn12)NCc1cccs1	-11	114	15	10	-0.19	2	-3	2	0.9
COc1ccc(OC)c(C2=NOC(C(=O)NCc3ccccn3)C2)c1 (configuration not stated)	-8	108	2	9	1.3	-4	0	-7	0.9
CCOc1ccc(N=C(NC#N)SC)cc1	-9	131	9	0	-0.54	-5	1	17	1
CC12CN3CC(C)(CN(C1)C3c1ccc(Cl)cc1Cl)C2=O (configuration not stated)	-5	99	-8	-17	-0.69	-24	-1	4	0.9
CCOC(=O)N1CCC(N2Cc3cccc(C(=O)Nc4cc(F)ccc4F)c3C2=O)CC1	-9	78	3	-10	-0.91	-6	-3	-4	0.9
C=CCn1c(SCC(=O)Nc2ccc3c(c2)CCC3)nnc1-c1cccs1	-7	80	-28	-16	0.18	-22	-2	3	0.9
Cc1ccc2c(c1)N(C(=O)CCC(=O)N1CCc3ccccc3C1)CCO2	-5	96	8	8	nt	-18	-1	0	0.9
COc1ccc(CCCc2nnc(SCC(=O)Nc3nccs3)n2C)cc1C	0	80	9	-9	0.17	1	-4	6	0.9
O=C(COC(=O)CCC(=O)c1cccs1)NCc1ccco1	-3	114	-6	7	-0.64	9	-3	-18	0.8
CCN(CC)c1cc(Oc2ccccc2)ncn1	-2	129	3	4	0.44	19	-8	13	0.9
O=C(NCc1cccs1)C1CCN(S(=O)(=O)c2ccc(Br)s2)CC1	-15	90	-5	3	nt	-3	-8	-4	1
Cc1nc2c([nH]1)C1(CCN(Cc3ccccc3)CC1)C(C#N)=C(N)O2	-8	102	3	5	-0.25	0	-4	-1	0.9
CCC(=O)Nc1ccc(F)c(Cl)c1	25	89	-7	-4	0.11	-14	-3	-10	0.9

Record cards, as listed above:
Profile of CC12CN3CC(C)(CN(C1)C3c1ccc(Cl)cc1Cl)C2=O (configuration not stated) : Cdc25B inh: -5; HER2 expr 66K: 99; MKP-1 inh: -8; FXIIa mix inh: -17; D1 allo mod: -0.69; SF-1 act: -24; Hsp90 block: -1; RORa activator: 4; TNAP act DEA: 0.9
Profile of Cc1nc2c([nH]1)C1(CCN(Cc3ccccc3)CC1)C(C#N)=C(N)O2 : Cdc25B inh: -8; HER2 expr 66K: 102; MKP-1 inh: 3; FXIIa mix inh: 5; D1 allo mod: -0.25; SF-1 act: 0; Hsp90 block: -4; RORa activator: -1; TNAP act DEA: 0.9
